Source: PubChem BioAssay (Sanford-Burnham Center for Chemical Genomics)
EBI2 antag – blocks human EBI2 receptor beta-arrestin signaling; EBI2 beta-arrestin recruitment, luminescence, 7a,25-OHC stimulated; AID 651636; P32249; inhibition, % at 5 µM; actives 0.81% (n = 360,000); in the data active means inhibition above about 38%;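 further: enzyme fragment complementation signal reports receptor beta-arrestin coupling in cells; 0% = agonist plus DMSO wells and 100% = wells without agonist; some results beyond the cut were filed as inactive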
CCR6 antagonist – antagonists of human CCR6 receptor. P51684. CHO-K1 CCR6 PathHunter beta-arrestin, luminescence, CCL20-stimulated. inhibition, % at 20 µM. actives 0.49% (n = 340,000). AID 493098;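 active means compounds whose inhibition of the agonist-driven luminescence signal at 20 µM reaches about 50%, limit read from the data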;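 further: cells stimulated with CCL20 at 14 nM final; plate controls were DMSO with CCL20 for no effect and DMSO without agonist for full effect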
Jurkat NFkB inh – inhibitors of the PMA/ionomycin-induced NF-kB reporter in Jurkat cells. PMA/ionomycin-induced NF-kB luciferase reporter, luminescence. inhibition, % at 4 µM. actives 0.53% (n = 330,000). AID 435003
Apaf-1 inh – human Apaf-1 inhibition. O14727. inhibition, % at 20 µM. reconstituted apoptosome caspase-3 activity, DEVD-Rh110 fluorescence. actives 0.71% (n = 330,000); active means inhibition of at least 40% at 20 µM;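 further: plate controls were DMSO wells for no effect and DEVD-CHO caspase inhibitor wells for full effect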
Target sequence (O14727 whole entry, looked up): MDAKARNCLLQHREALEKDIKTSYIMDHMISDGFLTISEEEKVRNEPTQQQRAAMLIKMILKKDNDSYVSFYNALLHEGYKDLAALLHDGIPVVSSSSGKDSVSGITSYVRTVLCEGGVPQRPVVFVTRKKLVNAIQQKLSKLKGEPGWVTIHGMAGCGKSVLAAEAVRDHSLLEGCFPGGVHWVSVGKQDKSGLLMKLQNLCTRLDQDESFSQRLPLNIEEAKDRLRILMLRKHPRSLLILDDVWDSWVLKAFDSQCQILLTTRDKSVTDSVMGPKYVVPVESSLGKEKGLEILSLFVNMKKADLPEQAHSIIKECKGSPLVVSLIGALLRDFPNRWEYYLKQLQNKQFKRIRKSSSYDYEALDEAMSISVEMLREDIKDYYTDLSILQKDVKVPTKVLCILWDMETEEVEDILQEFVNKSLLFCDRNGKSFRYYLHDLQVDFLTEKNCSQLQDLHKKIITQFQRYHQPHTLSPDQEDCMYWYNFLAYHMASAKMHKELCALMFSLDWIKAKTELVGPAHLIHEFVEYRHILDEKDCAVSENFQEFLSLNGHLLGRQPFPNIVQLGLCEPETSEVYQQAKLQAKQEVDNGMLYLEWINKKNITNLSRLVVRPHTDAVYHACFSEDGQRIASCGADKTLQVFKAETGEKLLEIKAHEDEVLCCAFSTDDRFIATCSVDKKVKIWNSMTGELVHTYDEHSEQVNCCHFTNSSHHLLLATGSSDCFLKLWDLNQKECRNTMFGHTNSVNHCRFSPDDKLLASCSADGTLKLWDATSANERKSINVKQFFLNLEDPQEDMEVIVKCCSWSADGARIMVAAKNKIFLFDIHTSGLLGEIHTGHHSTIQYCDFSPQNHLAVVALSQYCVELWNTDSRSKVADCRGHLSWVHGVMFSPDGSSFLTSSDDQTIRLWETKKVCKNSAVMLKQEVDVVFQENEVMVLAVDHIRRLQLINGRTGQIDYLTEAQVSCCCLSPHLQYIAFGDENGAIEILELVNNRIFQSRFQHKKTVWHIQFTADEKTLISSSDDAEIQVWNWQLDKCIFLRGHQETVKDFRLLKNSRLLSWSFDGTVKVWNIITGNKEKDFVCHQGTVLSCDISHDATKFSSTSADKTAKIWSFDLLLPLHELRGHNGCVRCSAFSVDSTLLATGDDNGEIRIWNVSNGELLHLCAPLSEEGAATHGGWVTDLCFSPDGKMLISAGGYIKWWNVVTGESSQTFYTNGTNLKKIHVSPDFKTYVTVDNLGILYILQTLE
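System: Apoptosome proteins | Medium: Hepes pH 7.5 with detergent and BSA | Also added: Cytochrome c trigger plus (Z-DEVD)2-Rh110 caspase-3 substrate | Incubation: 30 min compound preincubation, 50 min activation, room temperature | Detection: Rhodamine 110 fluorescence at Ex 480/Em 540 nm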
697 NFkB inh – lowers PMA/ionomycin-induced NF-kB signal in 697 B cells; 697 B-cell NF-kB luciferase reporter, 16 h; inhibition, % at 4 µM; actives 0.33% (n = 330,000); in the data active means inhibition above about 35%
UBC13 inh – blocks human UBC13 polyubiquitin chain formation | TR-FRET | inhibition, % at 20 µM | actives 0.47% (n = 330,000); in the data active means inhibition above about 45%, passing the limit was not always enough
SENP8 inh – inhibitors of human SENP8 protease. Q96LD8. purified SENP8, Z-RLRGG-aminoluciferin cleavage, luminescence. inhibition, % at 10 µM. actives 1.2% (n = 330,000)
Gli-Sufu antag – blocks Gli-Sufu signaling in a luciferase reporter. Sufu-KO-LIGHT fibroblasts, Gli luciferase reporter luminescence. inhibition, % at 5 µM. actives 0.74% (n = 340,000). AID 588413;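 active means inhibition above about 55%, limit read from the data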;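 further: 0% = DMSO-treated cells and 100% = wells with medium but no cells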
* = called active by the depositor; · = no result given. Unless noted, no stated cut-off is given here; in the data, active means inhibition above about 50%; inactive means the rest. A portion of the library. The share of hits here may be higher or lower than overall.

Short forms – A = EBI2 antag; B = CCR6 antagonist; C = Jurkat NFkB inh; D = Apaf-1 inh; E = 697 NFkB inh; F = UBC13 inh; G = SENP8 inh; H = Gli-Sufu antag
(1) C=CC[C@@H](CC(=O)N[C@H](CO)Cc1ccccc1)C(=O)N[C@@H](C)COC(=O)[C@@H](CC=C)CC(=O)OC(C)(C)C
  A: 7; B: 3; C: -7; D: 20; E: -1; F: -8; G: -14; H: -1

(2) Cc1ccc(C(=O)NCC(=O)OC(C)C(=O)Nc2ccc(N(C)C)cc2)cc1C (stereo not drawn)
  A: -3; B: -4; C: 13; D: 5; E: 8; F: 1; G: 1; H: 0

(3) Cc1ccccc1CNC(=O)c1ccc(Cl)c([N+](=O)[O-])c1
  A: 9; B: 6; C: 16; D: 1; E: 26; F: 3; G: -7; H: 13

(4) O=C(/C=C/c1ccco1)N1CCN(S(=O)(=O)c2cccc([N+](=O)[O-])c2)CC1
  A: 9; B: -8; C: -3; D: 4; E: 19; F: -6; G: -3; H: -9

(5) COC(CNC(=O)C(=O)NCC1CCCN1S(=O)(=O)c1cccs1)OC (stereo not drawn)
  A: -8; B: 8; C: -19; D: 8; E: 9; F: -3; G: -14; H: -9

(6) Cc1nc2scc(-c3ccc(Cl)cc3)c2c(=O)n1N
  A: 7; B: 20; C: 2; D: -5; E: 6; F: 2; G: -3; H: -3

(7) CC1CCCN(CCC(=O)c2ccc(Br)cc2)C1 (stereo not drawn)
  A: 0; B: -8; C: 8; D: -8; E: 31; F: 0; G: 12; H: 1

(8) Cc1cc(C)c(OCC(=O)Nc2nnc(C3CC3)s2)c(C)c1
  A: -2; B: 5; C: -2; D: 10; E: -3; F: -9; G: -22; H: -8

(9) CC1(C)CSC(=NCc2ccccc2)N1C(=O)c1cccc([N+](=O)[O-])c1
  A: -5; B: 1; C: 2; D: -7; E: 3; F: 1; G: 0; H: -14

(10) Cc1cccc(-n2c(N)cc(=O)nc2SCC(=O)Nc2cc(C)on2)c1
  A: -10; B: 12; C: -3; D: 8; E: 0; F: -6; G: -9; H: -8

Full records, quoted from the list. Screens in order: EBI2 antag	CCR6 antagonist	Jurkat NFkB inh	Apaf-1 inh	697 NFkB inh	UBC13 inh	SENP8 inh	Gli-Sufu antag
Entry for Cc1ccc(C(=O)NCC(=O)OC(C)C(=O)Nc2ccc(N(C)C)cc2)cc1C (stereo not drawn) = -3	-4	13	5	8	1	1	0
Entry for C=CC[C@@H](CC(=O)N[C@H](CO)Cc1ccccc1)C(=O)N[C@@H](C)COC(=O)[C@@H](CC=C)CC(=O)OC(C)(C)C = 7	3	-7	20	-1	-8	-14	-1

(listing goes on)
Short forms – A = EBI2 antag; B = CCR6 antagonist; C = Jurkat NFkB inh; D = Apaf-1 inh; E = 697 NFkB inh; F = UBC13 inh; G = SENP8 inh; H = Gli-Sufu antag
(11) COCCCNC(=O)CC(NS(=O)(=O)c1ccc(OC)cc1)c1ccc(OC)cc1 (stereo not drawn)
  A: -8; B: -5; C: -15; D: -4; E: -49; F: -7; G: 0; H: -9

(12) CC(=O)Nc1ccc(NC(=O)CSc2nnc(C)c(=O)n2N)cc1
  A: 3; B: 8; C: 1; D: -22; E: 1; F: 16; G: -1; H: -19

(13) C=CCOc1ccccc1C1C2=C(CC(C)(C)CC2=O)Nc2c1c(=O)n(C)c(=O)n2C (stereo not drawn)
  A: -6; B: -12; C: -3; D: 2; E: 1; F: 5; G: 4; H: -13

(14) O=C(c1csc(Nc2ccccc2Cl)n1)N1CCCC1
  A: -3; B: 0; C: -22; D: -8; E: -23; F: 12; G: 4; H: -31

(15) CC(C)(C)n1ncc2c(=O)n(CC(=O)Nc3ccccc3)cnc21
  A: -3; B: 4; C: -19; D: 7; E: 3; F: 1; G: -8; H: 5

(16) COc1cc(/C=C2/C(=O)N(c3ccc([N+](=O)[O-])cc3)N=C2N2CCOCC2)ccc1O
  A: 6; B: 55*; C: -14; D: 86*; E: 13; F: -126; G: -1; H: -5

(17) CCN(C(=O)COC(=O)c1nc2nc(C)cc(C)n2n1)C1CCS(=O)(=O)C1 (stereo not drawn)
  A: -8; B: -6; C: -10; D: 2; E: -8; F: -5; G: 3; H: -15

(18) O=C(N/N=C/c1cc2ccccc2nc1Cl)c1ccncc1
  A: 5; B: 16; C: 0; D: 6; E: 1; F: -11; G: -7; H: -4

(19) Cn1cccc1CC(=O)NNC(=S)NC(=O)c1ccc(F)cc1
  A: -6; B: 10; C: -7; D: -22; E: 9; F: 16; G: 3; H: -20

(20) Cn1c2c(c(=O)n(C)c1=O)C(C(F)(F)F)(C(F)(F)F)N=C(c1ccccc1Cl)N2
  A: -18; B: 5; C: 6; D: 1; E: -23; F: -13; G: -5; H: -7

(21) Cc1onc(-c2ccccc2Cl)c1C(=O)Nc1cccc(-c2cn3cccnc3n2)c1
  A: 4; B: -24; C: 25; D: -12; E: 19; F: 30; G: -1; H: 5

(22) Cc1ccc(N(Cc2cc3ccc(C)cc3[nH]c2=O)S(C)(=O)=O)c(C)c1
  A: 1; B: 10; C: -8; D: 16; E: 0; F: 7; G: 3; H: 3

(23) COc1cc(OC)c(C2CC(=O)N3CN(c4ccccc4C)CSC3=C2C#N)cc1OC (stereo not drawn)
  A: ·; B: ·; C: 14; D: 66*; E: 15; F: -30; G: 12; H: ·

(24) CCn1c(N2CCN(S(=O)(=O)c3ccc(F)cc3)CC2)nc2ccccc21
  A: 13; B: 5; C: -10; D: 18; E: -4; F: 0; G: -2; H: 20

(25) O=C(O)c1cc(-c2cccnc2)nc2ccc(Br)cc12
  A: 2; B: 4; C: -1; D: -14; E: 23; F: -22; G: 5; H: -14

(26) O=C1NC2(CCCCCC2)C(=O)N1Cc1cccc(Cl)c1
  A: -1; B: 2; C: 9; D: 11; E: -3; F: 6; G: -1; H: 3

(27) O=c1cc(CSc2nnc(-c3ccccc3)o2)c2ccccc2[nH]1
  A: -33; B: 10; C: -3; D: 15; E: -6; F: 7; G: -2; H: 4

(28) CC(CN1CCOCC1)OC(=O)c1ccc2c(c1)OCCO2 (stereo not drawn)
  A: -6; B: 12; C: -51; D: 0; E: -36; F: 18; G: 2; H: 4

(29) O=C(OCc1ccccc1)c1ccc2c(c1)-c1ccccc1C2=O
  A: 8; B: 3; C: -71; D: 2; E: -83; F: 10; G: -5; H: -41

(30) NC(=O)c1cc(S(=O)(=O)N2CCCC2)ccc1OCCOc1ccccc1F
  A: 7; B: -4; C: 10; D: -3; E: -14; F: 2; G: 0; H: -4

(31) OCC(O)C1OC(Nc2ccc(Br)cc2)C(O)C1O (stereo not drawn)
  A: 6; B: -12; C: 8; D: -6; E: 15; F: 1; G: 2; H: -1

(32) CC(C)(C)C(=O)N1NC(=Nc2ccccc2)SC1(C)C
  A: 4; B: -8; C: -2; D: 14; E: -15; F: -5; G: 3; H: 10

(33) c1ccc(-c2c3ccccc3nc3[nH]c4ccccc4c23)cc1
  A: -4; B: 1; C: 4; D: 21; E: 0; F: 15; G: -8; H: -10

(34) O=C(N/N=C/c1cccc(F)c1)c1cc(-c2ccco2)nc2ccccc12
  A: -1; B: 17; C: -12; D: 30; E: -18; F: 35; G: 0; H: -14

(35) C=CCO/N=C(/C)c1c(O)c(CC)c(-c2ccccc2)n(-c2ccccc2)c1=O
  A: -4; B: -5; C: -25; D: 11; E: 11; F: 8; G: -6; H: 2

(36) Cc1ccc(NC(=O)C2CCN(c3ncnc4c3nc3n4CCCCC3)CC2)cc1Cl
  A: 23; B: 7; C: -8; D: 34; E: -108; F: 72*; G: -5; H: -10

(37) COc1cccc(NC(=O)C2CCCN2C(=O)Nc2ccccc2F)c1 (stereo not drawn)
  A: -16; B: 9; C: -3; D: -10; E: -7; F: 6; G: 0; H: 2

(38) N[C@@H](CO)c1nnc([C@H](CC(=O)O)NC(=O)C2CCNCC2)o1
  A: -6; B: 1; C: 15; D: -3; E: 25; F: -6; G: -3; H: -4

(39) CC(C)c1nc(SCC(=O)Nc2cccc(C(F)(F)F)c2)c2c(=O)n(C)c(=O)n(C)c2n1
  A: 3; B: -3; C: 3; D: 27; E: -30; F: -10; G: 4; H: 16

(40) COc1ccc(S(=O)(=O)N2CCCOC2CNC(=O)C(=O)NCCCn2ccnc2)cc1OC (stereo not drawn)
  A: -6; B: 10; C: 1; D: -9; E: 11; F: 3; G: 9; H: -11

Values in list order from the list.
Entries 32–39 in SENP8 inh: 3, -8, 0, -6, -5, 0, -3, 4

(list continues)
Short forms – A = EBI2 antag; B = CCR6 antagonist; C = Jurkat NFkB inh; D = Apaf-1 inh; E = 697 NFkB inh; F = UBC13 inh; G = SENP8 inh; H = Gli-Sufu antag
(41) COc1ccc(OC2C(=O)N(Cc3ccc4c(c3)OCO4)C2c2cccs2)cc1 (stereo not drawn)
  A: 3; B: 1; C: 0; D: 17; E: -37; F: -1; G: 4; H: 5

(42) CC(NC(=O)c1ccncc1)c1ccc(Br)cc1 (stereo not drawn)
  A: 1; B: -13; C: 17; D: -8; E: 11; F: 3; G: 0; H: -3

(43) CC1(C)CC(=O)C=C(NNC(=O)c2ccccc2)C1
  A: -14; B: -31; C: 12; D: 11; E: -2; F: -2; G: 3; H: -2

(44) N#Cc1cnn(-c2cccc(Cl)c2)c1N
  A: -2; B: -2; C: -1; D: 0; E: 10; F: -2; G: -6; H: -2

(45) CCCNC(=O)C/C(C)=N/NC(=O)COc1ccc(C)cc1Br
  A: -14; B: 7; C: -4; D: -6; E: -9; F: 3; G: 0; H: 19

(46) O=C(O)c1ccccc1NCN1C(=O)C2CC=C(Cl)CC2C1=O (stereo not drawn)
  A: -3; B: 3; C: 7; D: 2; E: -1; F: 7; G: 4; H: 5

(47) COc1ccc(N2CCN(Cc3nc4c(c(=O)n(C)c(=O)n4C)n3C(C)C(C)=O)CC2)cc1 (stereo not drawn)
  A: -5; B: 0; C: 3; D: -2; E: -4; F: -10; G: -10; H: 5

(48) CCCOC(=O)c1ccc(Cl)c(NC(=O)c2ccc(-c3ccccc3)cc2)c1
  A: 20; B: -5; C: -36; D: -22; E: -67; F: -13; G: -1; H: -39

(49) COc1ccccc1CNC(=O)CCC(=O)N1CCOc2ccc(C)cc21
  A: 3; B: 12; C: 5; D: 7; E: -12; F: 3; G: -12; H: -1

(50) O=C(c1ccc(F)cc1)c1c[nH]c(C(=O)NCc2ccco2)c1
  A: 3; B: 28; C: 13; D: 2; E: -9; F: 8; G: -1; H: 4

(51) Cc1ccc(-n2c(N)c(C(=O)Nc3c(C)n(C)n(-c4ccccc4)c3=O)c3nc4ccccc4nc32)cc1
  A: 11; B: -17; C: 19; D: 17; E: 1; F: -17; G: 0; H: 15

(52) Cn1c(CNC(=O)CCNC(=O)c2ccc(F)c(F)c2)cc(=O)n(C)c1=O
  A: -5; B: 10; C: -22; D: 8; E: -20; F: -5; G: 1; H: -19

(53) Cc1c(C(=O)N2CCNCC2)oc2ccccc12
  A: -2; B: 4; C: 17; D: -2; E: -5; F: -2; G: -3; H: -15

(54) CC(=O)N1c2ccc(S(=O)(=O)N3CCC(C(=O)Nc4cccc(C)n4)CC3)cc2CC1C (stereo not drawn)
  A: 5; B: 8; C: 54*; D: -5; E: -7; F: 4; G: 0; H: 53

(55) COc1ccc(C(=S)N2CCOCC2)cc1OC(=O)c1ccccc1Cl
  A: -4; B: 13; C: -8; D: 3; E: -2; F: 2; G: -8; H: -21

(56) CCSc1nnc(SCC(=O)Nc2cc(C)on2)s1
  A: -1; B: 7; C: -10; D: -12; E: 10; F: 12; G: 5; H: -4

An excerpt from above, reduced to EBI2 antag, SENP8 inh and Gli-Sufu antag:
item	smiles	EBI2 antag	SENP8 inh	Gli-Sufu antag
33	c1ccc(-c2c3ccccc3nc3[nH]c4ccccc4c23)cc1	-4	-8	-10
18	O=C(N/N=C/c1cc2ccccc2nc1Cl)c1ccncc1	5	-7	-4
9	CC1(C)CSC(=NCc2ccccc2)N1C(=O)c1cccc([N+](=O)[O-])c1	-5	0	-14
